TLR9-MyD88 block = inhibitors of human TLR9-MyD88 binding; Q9NR96+Q99836; CHO BLA complementation TLR9-MyD88, CCF4 FRET ratio; inhibition, % at 4.98 µM; hit rate 0.21% among 340,000;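 active = inhibition above the mean over all tested compounds plus 3 SD, cut at about 21% in these data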;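 also: 0% = DMSO only wells and 100% = clavulanate BLA inhibitor control wells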
ABCB6 inh 2 = inhibitors of human ABC transporter ABCB6 | Q9NP58 | K562-ABCB6 porphyrin accumulation, flow cytometry, 1 h; stronger effect = lower value | fluorescence ratio to DMSO, % at 10 µM | hit rate 0.19% among 360,000 | AID 602162;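 active = fluorescence ratio to DMSO below 75%, the collection mean minus 3 SD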;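 also: signal is porphyrin accumulated inside mitochondria; 100% equals median channel fluorescence of DMSO control wells; lower ratio means ABCB6 inhibition with less porphyrin fluorescence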
ABHD5 PLIN5 PPI = blocks binding of human ABHD5 to perilipin-5; Q00G26+Q8WTS1; inhibition, % at 4 µM; AID 602281; hit rate 0.78% among 360,000; Split G. princeps luciferase complementation, luminescence, 4 h;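 active = inhibition above the mean inhibition across every tested compound plus 3 SD, cut at about 22% in these data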;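 also: 0% = DMSO only wells and the 100% control is not disclosed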
NCOA2 inhibitor = inhibits human steroid receptor coactivator 2 | HEK293 GAL4-SRC2 luciferase reporter, luminescence | hit rate 0.17% among 370,000 | Q15596 | inhibition, % at 9 µM | AID 651957;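 active = inhibition above the mean inhibition of all tested compounds plus 3 SD, set per campaign, cut at about 52% in these data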;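 also: 0% = DMSO treated cells and 100% = cells given Gossypol at 36 µM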
MC4R barr agon = human MC4R agonism via beta-arrestin; activation, % at 8.9 µM; U2OS MC4R beta-arrestin complementation, luminescence; percent of melanotan II response, DMSO zero; hit rate 0.98% among 360,000;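 active = activation above a per-plate cutoff, the mean activation of sample wells on that plate plus 3 SD, cut at about 8% in these data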
Target sequence (P32245 whole entry, looked up): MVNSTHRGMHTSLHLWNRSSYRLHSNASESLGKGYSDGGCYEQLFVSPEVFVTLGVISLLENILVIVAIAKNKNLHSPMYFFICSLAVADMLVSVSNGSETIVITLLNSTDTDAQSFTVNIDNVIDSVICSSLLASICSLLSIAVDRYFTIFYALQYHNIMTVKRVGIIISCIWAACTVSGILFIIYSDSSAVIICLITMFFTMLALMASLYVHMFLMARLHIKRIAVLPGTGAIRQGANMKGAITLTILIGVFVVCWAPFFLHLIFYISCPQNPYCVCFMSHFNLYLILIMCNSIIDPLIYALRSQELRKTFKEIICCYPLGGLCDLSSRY
NOD2 RIPK2 PPI = blocks binding of human NOD2 to RIPK2. hit rate 0.38% among 360,000. inhibition, % at 4.98 µM. AID 624267. O43353. CHO BLA complementation NOD2-RIPK2, CCF4 ratio; in the data active = inhibition above about 21%;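 also: 0% = vehicle only and 100% = reference blocker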
Glyco luc inh = N-linked glycosylation inhibition; hit rate 0.23% among 360,000; D54 ERlucT glycosylation luciferase reporter, 24 h; percent of 100 nM tunicamycin response; reporter increase, % at 12.5 µM; AID 588692;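 active = mean luciferase reporter signal, scaled so untreated is 0 and the glycosylation-blocking control 100, at or above a set limit in every replicate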;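 also: luciferase carries N-glycosylation sites so blocking glycosylation raises the light; 0% = median of neutral control wells and 100% = median of 100 nM tunicamycin wells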
m5-HT2A agonist = mouse HTR2A agonism via beta-arrestin recruitment | activation, % at 7.6 µM | P35363 | hit rate 0.66% among 360,000 | AID 624169 | CHO-K1 mHTR2A beta-arrestin complementation, luminescence; percent of 30 µM serotonin response;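 active = activation above a run cutoff, the mean activation of all tested compounds plus 3 SD, cut at about 14% in these data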;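 also: 0% = plate median of compound wells and 100% = 30 µM serotonin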
MC4R antag cAMP = antagonists of human melanocortin 4 receptor (MC4R); P32245; MC4R-expressing cells, MTII-stimulated cAMP, LANCE TR-FRET; inhibition, % at 6.5 µM; hit rate 0.48% among 360,000; AID 540295;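 active = inhibition above its plate's cutoff, the mean of tested wells on that plate plus 3 SD, cut at about 29% in these data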;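 also: 0% = Melanotan II alone and 100% = Melanotan II plus saturating MCL0020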
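Assay system: human MC4R-expressing U2OS cells; reagent: Melanotan II stimulation of cells; dosing: 6.5 µM single dose; timing: compound 30 min, challenge 1 h, detection 1 h; signal: TR-FRET cAMP assay; replicates: one well per compound, no replicates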
H9c2 protect = modulators protecting cardiomyocytes from myocardial damage; H9c2 cardiomyocytes, H2O2 injury protection, ATPLite, 2 h; hit rate 0.63% among 360,000; protection from H2O2 cell death, % at 20 µM;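 active = compounds giving at least 50% protection of heart cells from peroxide-induced death in the single-dose screen, raw or plate-pattern-corrected value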;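 also: 0% = DMSO wells with peroxide and 100% = DMSO wells without peroxide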
The depositor's hits bear a star; nt = not tested or not shown. These rows are one share of the data; rates above refer to the full screens.

compound	TLR9-MyD88 block	ABCB6 inh 2	ABHD5 PLIN5 PPI	NCOA2 inhibitor	MC4R barr agon	NOD2 RIPK2 PPI	Glyco luc inh	m5-HT2A agonist	MC4R antag cAMP	H9c2 protect
COc1ccc(OC)c(NC(=O)CN(C)S(=O)(=O)c2ccc(Cl)cc2)c1	-17	98	-4	-40	-1.3	-6	0	-6	4	3
O=C(NCc1ccccc1Cl)[C@H]1CCCN1C(=O)[C@H]1CCCN1C(=O)c1ccc(Cl)cc1	nt	92	-3	-3	nt	-4	nt	4	nt	nt
CC(C)[C@H](NC(=O)OCc1ccccc1)C(=O)OCC(=O)Nc1c(F)cccc1F	0	99	-1	-17	-0.1	12	5	0	7	10
COc1ccc(C(=O)/C=C/c2ccc(OC)cc2OC)c(O)c1	9	100	2	-40	-1.5	4	3	-1	6	-13
COc1ccc(-c2noc(Cc3ccc(Cl)cc3)n2)cc1OC	9	101	-7	-23	6.4	1	0	-3	23	-27
O=c1[nH]c2nc(Br)[nH]c(=O)c2[nH]1	4	100	3	20	-1.2	7	0	-1	5	3
COC(=O)C(CC(C)C)Oc1ccc2c(C)cc(=O)oc2c1 (centres undefined)	3	100	-2	-7	-0.4	-2	2	-3	-12	11
Cc1ccccc1CC(=O)Nc1ccc2c(c1)CCC2	-11	100	0	-30	1.1	-2	-6	-5	2	-4
C=CCn1c(Cc2ccc(OC(C)C)c(Cl)c2)nnc1SCC(N)=O	-11	95	5	-16	0.3	-2	0	0	4	-9
COc1ccc(N2C(=O)/C(=C3/C=CC=CN3C)SC2=S)cc1	-6	101	7	13	-0.3	1	-1	-7	-2	-6
COc1ccc(C(=O)NNC(=O)C(NC(=O)c2cc(OC)cc(OC)c2)C(C)C)cc1 (centres undefined)	3	90	2	-32	0.5	3	2	1	9	1
CCOC(=O)N1CCN(CC(O)c2ccc3cc[nH]c3c2)CC1 (centres undefined)	3	100	-2	7	0.9	0	0	-5	11	4
Cn1cnc(C(=O)N2CCc3ccccc3C2)c1C(=O)N1CCc2ccccc2C1	2	102	2	17	0.9	16	1	0	6	2
Cn1c(C(=O)N2CCC(C(N)=O)CC2)cc2c(=O)n(C)c3ccccc3c21	0	96	6	-22	1.3	-12	1	2	3	1
CCc1ccc(NC(=O)CN2CCC(C(=O)c3ccc(OC)cc3)CC2)cc1	1	98	4	1	1.7	1	-4	-5	1	-9
C=CCc1cccc2cc(C(=O)NNC(=O)CC#N)c(=O)oc12	10	98	0	-2	0.5	-1	2	-2	-8	-10

Quoted from above (4 entries):
compound	TLR9-MyD88 block	ABCB6 inh 2	ABHD5 PLIN5 PPI	NCOA2 inhibitor	MC4R barr agon	NOD2 RIPK2 PPI	Glyco luc inh	m5-HT2A agonist	MC4R antag cAMP	H9c2 protect
Cn1cnc(C(=O)N2CCc3ccccc3C2)c1C(=O)N1CCc2ccccc2C1	2	102	2	17	0.9	16	1	0	6	2
Cn1c(C(=O)N2CCC(C(N)=O)CC2)cc2c(=O)n(C)c3ccccc3c21	0	96	6	-22	1.3	-12	1	2	3	1
CCc1ccc(NC(=O)CN2CCC(C(=O)c3ccc(OC)cc3)CC2)cc1	1	98	4	1	1.7	1	-4	-5	1	-9
C=CCc1cccc2cc(C(=O)NNC(=O)CC#N)c(=O)oc12	10	98	0	-2	0.5	-1	2	-2	-8	-10

The list continues.
compound	TLR9-MyD88 block	ABCB6 inh 2	ABHD5 PLIN5 PPI	NCOA2 inhibitor	MC4R barr agon	NOD2 RIPK2 PPI	Glyco luc inh	m5-HT2A agonist	MC4R antag cAMP	H9c2 protect
CC1(c2ccc(OC(F)F)cc2)NC(=O)N(CC(=O)Nc2ccc(Cl)cc2F)C1=O (centres undefined)	-10	97	-3	2	-0.6	7	-2	-6	-1	-3
O=C(CCN1C(=O)c2ccccc2S1(=O)=O)N1CCN(c2ccccc2)CC1	-7	102	-2	-39	-1.6	-8	0	2	-6	6
CNS(=O)(=O)c1cc(NC(=O)c2cnc(SC)n2-c2ccccc2)ccc1C	1	90	4	0	-2.3	-3	-2	2	5	2
CCCCC(CCCC)=N/N=C/c1c(O)n(CC)c2cc(C3=NNC(=O)CC3)ccc12	-3	94	3	-2	-0.3	-1	0	-4	4	19
O=C(CC1C[C@H](C(=O)N2CCOCC2)[C@@]2(CCC3CCCC3)c3[nH]c4ccccc4c3CCN2C1=O)NCc1ccco1 (some centres undefined)	-3	97	-1	-7	-1.0	9	-1	2	6	-3
Cc1cc(=O)oc(C)c1C(=O)Nc1cccc2nonc12	-8	111	1	-7	1.3	3	2	0	7	2
Cc1cc(C)c(S(=O)(=O)NCC2CCC(C(=O)NCc3ccc4c(c3)OCO4)CC2)c(C)c1 (centres undefined)	-7	96	-4	-15	0.5	3	-7	-1	9	3

Random excerpt: 2 entries already listed, in no set order.
compound	TLR9-MyD88 block	ABCB6 inh 2	ABHD5 PLIN5 PPI	NCOA2 inhibitor	MC4R barr agon	NOD2 RIPK2 PPI	Glyco luc inh	m5-HT2A agonist	MC4R antag cAMP	H9c2 protect
O=C(CC1C[C@H](C(=O)N2CCOCC2)[C@@]2(CCC3CCCC3)c3[nH]c4ccccc4c3CCN2C1=O)NCc1ccco1 (some centres undefined)	-3	97	-1	-7	-1.0	9	-1	2	6	-3
CC1(c2ccc(OC(F)F)cc2)NC(=O)N(CC(=O)Nc2ccc(Cl)cc2F)C1=O (centres undefined)	-10	97	-3	2	-0.6	7	-2	-6	-1	-3

Bioassay records as filed in PubChem.
